Pf Dd2 inh: blocks in vitro growth of P. falciparum Dd2 | P. falciparum Dd2 growth, SYBR Green, 72 h | Potency, µM (series often up to 28.9 µM), for inactives: top-dose activity, negative = inhibition, actives largely listed as inhibitors | actives 4.3% (n = 120,000) | AID 1347417; active = well fitted inhibition curve with a large enough effect; inconclusive = small, poorly fitted or top-dose-only effect; inactive = no such curve, though single readings can be large or run the other way;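 also: plate controls were DMSO vehicle for no effect and reference drug for full effect; nearly all actives have a fitted effect of over 65% in size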
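Readout: SYBR Green fluorescence, 485 nm excitation, 535 nm emission, after ~16 h lysis at 37C. Before that, Dd2-infected red cells (2.5% hematocrit) grew 72 h with compound, 29 uM top final concentration.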
* hit, by the source's call; [ ] = another dose, or the depositor's remark. Potency is read from the fitted curve at half-maximal effect. Not all compounds are listed; count on the stated rates, not on these rows.

For COc1cc(NC(=O)O[C@@H]2CC[C@]3(C)C(CC[C@@H](O)[C@H]3CC(=O)N3CCCC3)[C@]2(C)CO)cc(OC)c1OC (some centres not stated) the results were Pf Dd2 inh inactive.
`CSc1cccc(NC(=O)C2CCN(c3cnc4nc(C)c(C)nc4c3)CC2)c1` gave Pf Dd2 inh inconclusive.
`C=CCNC(=O)CCc1nnc(-c2cccc(OC(C)C)c2)[nH]c1=O` gave Pf Dd2 inh inactive.
CCC(=O)N1CCc2cc(Br)cc(S(=O)(=O)N3CCCC(C(=O)Nc4ccc(C)c(F)c4)C3)c21 (configuration not stated) was read as Pf Dd2 inh inconclusive.
For CCCCCCN1CCCC12Cc1ccccc1CNC2=O (configuration not stated) the results were Pf Dd2 inh inconclusive.
O=[S+]1([O-])NCC2(CCN(CC3CCCC3)C2)Oc2ncccc21 (configuration not stated) was read as Pf Dd2 inh 12.6µM*.
Screening CCOC(=O)C1(C/C=C/c2ccccc2)CCCNC1 (configuration not stated) returned Pf Dd2 inh 3.98µM*.
COC(=O)CNC(=O)NCC(=O)N1CCCCCNC(=O)CC1c1ccccc1 (configuration not stated) was read as Pf Dd2 inh 35.8%[activator].
For COc1cc(NC(=O)CSc2ccc(-c3sc(-c4ccccc4)nc3C)nn2)cc(OC)c1 the results were Pf Dd2 inh inconclusive.
For O=C(NCc1ccccc1Cl)C1CCCN(c2ncnc3onc(-c4ccc(F)cc4)c23)C1 (configuration not stated) the results were Pf Dd2 inh -16.4%.
For O=C(NCCc1ccccc1)c1cc(Sc2cccc(Cl)c2)nc2ccccc12 the results were Pf Dd2 inh inactive.
Screening CNC(=O)CCn1ncc2cc(OC3CCc4cccc(-c5cccc(F)c5)c43)ccc21 (configuration not stated) returned Pf Dd2 inh inactive.
O=C(NC[C@H]1O[C@@H](CO)[C@@H](O)[C@H]1N1CCN(c2ccccc2)CC1)c1cccs1 was read as Pf Dd2 inh inconclusive.
For C=CCN(C)C(=O)[C@@H](C)C1CC[C@@]2(C)Cc3sc(-c4cccnc4)nc3[C@@H](C)[C@@H]2[C@H]1O (some centres not stated) the results were Pf Dd2 inh inactive.
Screening COc1ccc(CCNc2nc(SCc3ccccc3F)nc3ccccc23)cc1OC returned Pf Dd2 inh inconclusive.
COc1cccc(-c2nn3c(=O)cc(CN4CCN(C(=O)/C=C/c5ccccc5)CC4)nc3s2)c1 was read as Pf Dd2 inh 0.8%.
Screening O=C1N(C2CCCCC2)C[C@H]2CN(Cc3ncc[nH]3)CCN12 returned Pf Dd2 inh 15.1%[44.1 µM].
COc1ccc2c(c1)c1c(c(=O)n(-c3ccc(OC)c(OC)c3)c(=O)n1CC(=O)N1CCCC1)n2C was read as Pf Dd2 inh -13.2%.
Screening CCc1ccc(-c2nc(CN3CCCC(C(=O)NCc4ccc(C)cc4)C3)c(C)o2)cc1 (configuration not stated) returned Pf Dd2 inh 19.3%.
COc1cccc(CN2CCNc3cc(Nc4ccccc4)ncc3C2)c1 was read as Pf Dd2 inh inconclusive.
`CC(=O)Nc1ccc(CN2CCC[C@H]2c2nc(-c3ccc(N4CCC(C(N)=O)CC4)nc3)no2)cc1` gave Pf Dd2 inh inactive.
CCCn1ccnc1CN1CCCC12CCN(c1ccc(C(F)(F)F)cn1)CC2 was read as Pf Dd2 inh 11.2µM*.
CC(C)(O)c1cn(C[C@H]2CC3CCN2C[C@@H]3C(=O)NC2CCCCC2)nn1 (some centres not stated) was read as Pf Dd2 inh 16.0%[44.1 µM].
For c1cn(CCc2noc(C3CCCO3)n2)c(-c2nc3c(s2)CCCC3)n1 (configuration not stated) the results were Pf Dd2 inh -20.6%.
O=C(NC1CC1)[C@@H]1C[C@H](Oc2ccccc2)CN1C(=O)C1CCCC1 was read as Pf Dd2 inh -1.6%.
For COc1cc(CNC(=O)CCC2CCN(C(=O)c3ccccc3F)CC2)cc(OC)c1 the results were Pf Dd2 inh -22.7%.
`Cc1cc(C)c(CNC(=O)c2cc(-c3cnn(C)c3C)cc3c2OCCN3C)c(=O)[nH]1` gave Pf Dd2 inh inactive.
`CCCNC(=O)N1CCC(OCCOc2cccnc2)CC1` gave Pf Dd2 inh 14.8%.
Screening Cc1ccc(N2C(=O)C(CC(=O)Nc3cccc(F)c3)N(CCc3ccccc3F)C2=O)cc1 (configuration not stated) returned Pf Dd2 inh inactive.
`O=C1N[C@@H]2CCN(C(=O)c3ccc(-c4ccccc4)cc3)[C@@H]2C(=O)N1c1ccc(F)cc1` gave Pf Dd2 inh inactive.
For O=C(Nc1cc(F)cc(F)c1)N1CC(c2noc(-c3ccncc3)n2)C1 the results were Pf Dd2 inh inconclusive.
COc1ccc(CC(=O)Nc2ccc(-c3nc4ccccc4s3)cc2Cl)cc1OC was read as Pf Dd2 inh -23.2%.
COCCOC1CCN(S(=O)(=O)Cc2ccccc2)CC1 was read as Pf Dd2 inh inactive.
For N[C@H](C(=O)N1CCC2(CC1)Nc1ccccc1NC2=O)c1ccccc1 the results were Pf Dd2 inh -0.2%.
Screening COCc1noc(CC2CCOC3(CCN(C(=O)c4cccc5[nH]ccc45)CC3)C2)n1 (configuration not stated) returned Pf Dd2 inh -17.5%.
For C#CCNC(=O)C1=NOC2CN(C(=O)c3ccn(C)n3)CC12 (configuration not stated) the results were Pf Dd2 inh inconclusive.
`O=C(NC1CCN(c2cc(-c3ccc(F)cc3)[nH]n2)C1)c1cc(F)ccc1Cl` (configuration not stated) gave Pf Dd2 inh inconclusive.
For N#Cc1cccc(OCc2nnc(C(=O)N3CCC[C@@H]3c3nc4ccccc4[nH]3)n2-c2ccccc2)c1 the results were Pf Dd2 inh inconclusive.
Screening O=C(Cc1cccn1-c1ccc(Cl)cc1)NC1CCCC1 returned Pf Dd2 inh -21.7%.
CC(=O)NC1(C)CN(Cc2ccc(-c3cccc(C(F)(F)F)c3)s2)C1 was read as Pf Dd2 inh 7.08µM*.
For CC(C)n1c(C2CCCN(C(=O)C3CC3)C2)nn(C)c1=O (configuration not stated) the results were Pf Dd2 inh 10.2%.
For O=C(NCCCN1CCCC1=O)C1CCN(C(=O)N2CC3CC(C2)[C@H]2CCCC(=O)N2C3)CC1 (some centres not stated) the results were Pf Dd2 inh 23.7%.
For O=C(CN1C(=O)CCSc2ccc(S(=O)(=O)N3CCCC3)cc21)Nc1cccc(F)c1 the results were Pf Dd2 inh inactive.
Screening COc1ccc(CN2C(=O)CO[C@H]3CN(C(=O)COc4ccccc4)C[C@H]32)cc1 returned Pf Dd2 inh -24.5%[44.1 µM].
For NC(=O)[C@H](CC1CCCCC1)NC(=O)[C@@H]1CN(C(=O)Nc2ccccc2)CCN1C(=O)C1CCNCC1 the results were Pf Dd2 inh 7.7%.
`O=C(c1c(F)cccc1Cl)N1C[C@@H](CO)[C@H](c2ccccn2)C1` gave Pf Dd2 inh -32.0%.
`Cc1ccc2c(c1)N(CCCC(=O)Nc1cccc(C(F)(F)F)c1)C(=O)CO2` gave Pf Dd2 inh inconclusive.
`O=C(NCCOc1ccccc1)c1cnc2n1CCN(Cc1ccccc1O)CC2` gave Pf Dd2 inh 0.6%[44.1 µM].
Screening Cc1ccc(Cn2c(CO)cnc2SCc2cccc(F)c2)cc1 returned Pf Dd2 inh 13.1%.
For O=C(N[C@@H]1CCOC[C@H]1OCCO)C1CCN(Cc2ccco2)CC1 the results were Pf Dd2 inh -9.3%.
Screening Cc1ccc(F)c(NC(=O)Nc2ccc3snnc3c2)c1 returned Pf Dd2 inh inconclusive.
Screening CN1C(=O)[C@@H]2C[C@@H](CN2Cc2ccc(F)c(F)c2)Oc2ccccc21 returned Pf Dd2 inh inconclusive.
For CN1CCN([C@H]2[C@@H]3OC[C@@H](O3)[C@@H](NC(=O)Nc3ccc(F)cc3)[C@@H]2O)CC1 the results were Pf Dd2 inh -10.3%[44.1 µM].
Screening COCCNC(=O)c1ccc2c(c1)N(Cc1ccc(C(F)(F)F)cc1)C(=O)c1ccccc1S2 returned Pf Dd2 inh inconclusive.
For CCn1cc(C(=O)N2CCN(c3ccc(OC)cc3)CC2)c2cc(OC)c(OC)cc2c1=O the results were Pf Dd2 inh inconclusive.
COc1ccccc1NC(=O)C1CCN(S(=O)(=O)c2ccc3[nH]c4c(c3c2)CCCCC4)CC1 was read as Pf Dd2 inh inconclusive.
`COc1ccccc1-c1cc2c(ccn2C)c(C(=O)NCc2cccnc2)n1` gave Pf Dd2 inh inactive.
Screening Cc1ccccc1-c1noc(-c2ccc(N3CCN(c4ccccc4)CC3)c([N+](=O)[O-])c2)n1 returned Pf Dd2 inh -0.2%.
Cc1nc(N2CCN(C(=O)c3ccc(C)s3)CC2)cc(C(F)(F)F)n1 was read as Pf Dd2 inh inconclusive.
Screening COc1ccc2c(c1)c1c(c(=O)n(Cc3ccccc3)c(=O)n1CC(=O)NCc1ccccc1Cl)n2C returned Pf Dd2 inh 39.8%[activator].
`COc1ccc(C(=O)N2CC[C@H]3NC(=O)N(c4ccc(Oc5ccccc5)cc4)C(=O)[C@H]32)cc1` gave Pf Dd2 inh inconclusive.
`Cc1oc2ccc(NS(=O)(=O)c3ccc(F)cc3)cc2c1C(=O)O` gave Pf Dd2 inh -4.1%.
`O=C1c2cc(N3CCOCC3)nc(-c3ccccc3F)c2CN1CC(F)(F)F` gave Pf Dd2 inh inconclusive.
For COc1cccc(-c2noc(-c3ccc(-c4ccc(O)cc4)nc3)n2)c1OC the results were Pf Dd2 inh -21.2%.
For CN(CC1CCOCC1)C(=O)c1ccc(F)c(F)c1 the results were Pf Dd2 inh -13.1%.
COc1ccccc1C(=O)NCc1ccnc2[nH]ccc12 was read as Pf Dd2 inh -1.5%[44.1 µM].
`C[C@@H](NC(=O)C[C@@H]1c2nc(NC(=O)CC(C)(C)C)sc2C[C@@H]2[C@](C)(CO)[C@H](O)CC[C@]21C)c1ccccc1` gave Pf Dd2 inh 11.2µM*.
`CCNc1cc(N2CCC(CCC(=O)N3CCOCC3)CC2)ncn1` gave Pf Dd2 inh 15.7%.
O=C([C@@H]1C[C@H](F)CN1C(=O)NCc1ccccc1)N1CCCCC1 was read as Pf Dd2 inh 9.1%.
`CCOC(=O)c1c(NC(=O)c2ccccc2C)sc2c1CCCC2` gave Pf Dd2 inh 1.6%.
`O=C1CCN(C(=O)c2ccco2)CCOCCN1` gave Pf Dd2 inh -2.5%.
For Cn1nc(C2CCN(C(=O)c3ccccc3)CC2)c2c1CCOC2 the results were Pf Dd2 inh inconclusive.
CCc1ccc(C(=O)NC2CCN(c3cnn(CC)c(=O)c3)CC2)cc1 was read as Pf Dd2 inh inactive.
`COc1cccc(-n2c(=O)c3sc4ccccc4c3n(CC(=O)Nc3ccc(F)cc3F)c2=O)c1` gave Pf Dd2 inh inconclusive.
For CCCc1ccccc1OCC(=O)c1ccc2c(c1)N(CC(=O)N1CCOCC1)C(=O)CO2 the results were Pf Dd2 inh -8.5%.
Screening COc1ccc(CN2CC[C@H](CNC(=O)C3CC3)[C@H](N(C)C)C2)c(OC)c1 returned Pf Dd2 inh inactive.
Screening COCc1nc(-c2ccc(OC3CN(C(=O)NCc4ccccc4)C3)cc2)no1 returned Pf Dd2 inh inactive.
`COC(=O)[C@@H]1Cc2ncn(C(C)C)c2CN1C(=O)c1ccc(C(F)(F)F)cc1` gave Pf Dd2 inh -19.3%[44.1 µM].
`COc1ccc(-n2c(=O)c3ccc(C(=O)NCc4ccc(C)cc4)cc3n(CC(=O)Nc3ccc(F)cc3)c2=O)cc1` gave Pf Dd2 inh inactive.
`Cc1ccccc1C(=O)NCc1nc(-c2ccc(Cl)cc2)no1` gave Pf Dd2 inh -10.1%.
Cc1ccc(-c2nnc([C@H]3CCN(C(=O)COc4ccccc4)C3)o2)cc1 was read as Pf Dd2 inh -11.7%[44.1 µM].
For Cc1ccc(-c2noc(-c3cccnc3N(C)Cc3ccc(Cl)cc3)n2)cc1 the results were Pf Dd2 inh -0.9%.
Screening O=C(Cn1nc2c(cc1=O)CCCC2)N1CCc2c([nH]c3ccccc23)C1 returned Pf Dd2 inh inconclusive.
`Cc1nn2c(c1-c1ccnn1C(C)C)N(C(=O)COc1ccccc1C(N)=O)CCC2` gave Pf Dd2 inh -11.4%[44.1 µM].
For CCOc1ccc(C(=O)N2CCC3(CC2)C(=O)N(CC)c2ccccc23)cc1OCC the results were Pf Dd2 inh inconclusive.
CNC(=O)[C@@H]1C[C@H](Oc2ccccc2)CN1C(=O)COc1ccc(F)cc1 was read as Pf Dd2 inh -11.9%.
CC(=O)N1CCc2cc(S(=O)(=O)NC(CC(C)C)C(=O)NCc3ccccc3)ccc21 (configuration not stated) was read as Pf Dd2 inh 69.4%[activator].
Screening CN1C[C@H](NCc2ccc(F)cc2)CCC[C@@H](C(=O)NC2CC2)CC1=O returned Pf Dd2 inh 5.5%[44.1 µM].
Screening O=C(N[C@@H]1CCN(Cc2cccc3nonc23)C[C@H]1O)c1cccnc1 returned Pf Dd2 inh -10.3%.

By substructure: those above with a thiophene ring, fused or not (5)
O=C(NC[C@H]1O[C@@H](CO)[C@@H](O)[C@H]1N1CCN(c2ccccc2)CC1)c1cccs1 was read as Pf Dd2 inh inconclusive.
CC(=O)NC1(C)CN(Cc2ccc(-c3cccc(C(F)(F)F)c3)s2)C1 was read as Pf Dd2 inh 7.08µM*.
Cc1nc(N2CCN(C(=O)c3ccc(C)s3)CC2)cc(C(F)(F)F)n1 was read as Pf Dd2 inh inconclusive.
`CCOC(=O)c1c(NC(=O)c2ccccc2C)sc2c1CCCC2` gave Pf Dd2 inh 1.6%.
`COc1cccc(-n2c(=O)c3sc4ccccc4c3n(CC(=O)Nc3ccc(F)cc3F)c2=O)c1` gave Pf Dd2 inh inconclusive.

Quoted at random: 3 compounds from above.
For Cn1nc(C2CCN(C(=O)c3ccccc3)CC2)c2c1CCOC2 the results were Pf Dd2 inh inconclusive.
`O=C1c2cc(N3CCOCC3)nc(-c3ccccc3F)c2CN1CC(F)(F)F` gave Pf Dd2 inh inconclusive.
`CC(=O)Nc1ccc(CN2CCC[C@H]2c2nc(-c3ccc(N4CCC(C(N)=O)CC4)nc3)no2)cc1` gave Pf Dd2 inh inactive.

From PubChem BioAssay
